# From PubChem
# Scp1 inh = blocks human Scp-1 phosphatase activity; inhibition, % at 20 µM; actives 0.88% (n = 340,000); Q9GZU7; Recombinant Scp1, phosphopeptide, malachite green phosphate absorbance;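 active = inhibition above about 50% at 20 µM, limit read from the data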;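 also: plate controls were DMSO wells with enzyme for no effect and wells lacking enzyme for full effect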
#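 System: truncated SCP-1 phosphatase (76-261aa); medium: Tris acetate buffer pH 5.5 with MgCl2 and Tween-20; incubation: 45 min room-temperature reaction, 5 min colour, 30 min stabiliser; compound: single 20 µM dose, 1% DMSO; reagent: Phosphorylated 17-residue peptide substrate; read-out: % inhibition at 20 µM; technique: colorimetric free-phosphate detection, absorbance 630 nm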
# NadD inh = inhibitors of Staphylococcus aureus NadD; inhibition, % at 20 µM; actives 0.78% (n = 360,000); AID 602399; purified NadD enzyme, colorimetric absorbance read-out; in the data active = inhibition above about 26%; also: some compounds past the cut are filed as inactive
# STEP block = blocks human striatal-enriched tyrosine phosphatase. P54829. recombinant STEP, OMFP fluorogenic substrate, fluorescence. inhibition, % at 20 µM. actives 0.25% (n = 360,000). AID 588621;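 active = inhibition at 20 µM, scaled per plate between control wells, above about 37%, limit read from the data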;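 also: 0% = DMSO with enzyme and substrate and 100% = substrate only without enzyme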
#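 Material: STEP (striatal-enriched tyrosine phosphatase) enzyme, cell-free | Medium: 50 mM Bis-Tris pH 6.0 with 2.5 mM DTT and 0.005% Tween 20 | Read-out: Percent inhibition scaled to no-enzyme and uninhibited-enzyme controls, plate-pattern corrected | Signal: Fluorescence read at 480 nm ex / 540 nm em | Times: 20 min reaction, room temperature, in the dark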
# SKN-1 block = inhibitors of C. elegans SKN-1; inhibition, % at 21.8 µM; actives 0.49% (n = 360,000); C. elegans VP596 Pgst-4::GFP/RFP ratio, acrylamide-induced, 24 h;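 active = interference check ratio from 0.5 to 1.5 plus GFP to RFP signal ratio inhibition reaching or exceeding a fixed threshold, cut at about 30% in these data, passing the limit was not always enough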; also: some compounds called inactive have numbers as strong as hits
# DNMT1 block = inhibitors of human DNMT1; P26358; DNMT1 molecular beacon, Hinp1I cleavage, fluorescence; inhibition (reported as % activation of signal), % at 10 µM; AID 588458; actives 0.83% (n = 360,000); in the data active = inhibition above about 50%
# NRP1-CendR mod = modulators of CendR peptide binding to human neuropilin-1; FAM-RPARPAR peptide binding to NRP-1, fluorescence polarization; inhibition, % at 25 µM; actives 0.85% (n = 360,000); AID 602438; O14786;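 active = inhibition or corrected inhibition above about 18%, plus a signal ratio from 0.5 to 1.5, limit read from the data, passing the limit was not always enough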; also: strong numbers were not always called active
# Target sequence (O14786 whole entry, looked up): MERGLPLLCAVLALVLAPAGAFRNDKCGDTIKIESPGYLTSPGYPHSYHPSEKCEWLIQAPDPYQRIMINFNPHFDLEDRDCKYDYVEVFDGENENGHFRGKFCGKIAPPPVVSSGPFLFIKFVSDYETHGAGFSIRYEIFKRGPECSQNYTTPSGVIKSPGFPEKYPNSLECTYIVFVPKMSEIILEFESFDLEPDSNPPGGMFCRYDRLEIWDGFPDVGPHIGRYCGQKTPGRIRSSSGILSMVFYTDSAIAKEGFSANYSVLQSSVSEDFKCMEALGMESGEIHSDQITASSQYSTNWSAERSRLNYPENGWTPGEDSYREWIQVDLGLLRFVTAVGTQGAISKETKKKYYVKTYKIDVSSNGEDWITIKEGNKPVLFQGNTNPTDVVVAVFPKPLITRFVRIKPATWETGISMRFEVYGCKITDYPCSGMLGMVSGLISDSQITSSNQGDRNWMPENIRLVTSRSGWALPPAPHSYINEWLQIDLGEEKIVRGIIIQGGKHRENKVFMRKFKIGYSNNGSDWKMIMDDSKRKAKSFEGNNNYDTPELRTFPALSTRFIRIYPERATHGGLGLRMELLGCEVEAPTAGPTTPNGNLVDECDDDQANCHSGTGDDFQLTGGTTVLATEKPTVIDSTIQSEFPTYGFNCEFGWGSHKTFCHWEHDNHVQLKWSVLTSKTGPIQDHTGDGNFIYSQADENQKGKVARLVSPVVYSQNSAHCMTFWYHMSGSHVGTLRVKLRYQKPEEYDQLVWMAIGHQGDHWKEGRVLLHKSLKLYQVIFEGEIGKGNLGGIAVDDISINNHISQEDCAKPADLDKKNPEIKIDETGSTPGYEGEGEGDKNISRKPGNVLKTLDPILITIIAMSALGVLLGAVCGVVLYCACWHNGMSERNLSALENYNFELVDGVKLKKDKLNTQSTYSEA
# Tb MetRS inh = Trypanosoma brucei MetRS inhibition; purified T. brucei MetRS, ATP depletion, Kinase-Glo luminescence; inhibition, % at 11.9 µM; actives 0.4% (n = 360,000); AID 624268;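 active = inhibition above a per-plate cutoff of the control wells' mean inhibition plus 3 SD, cut at about 5.5% in these data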;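 also: 0% = DMSO wells median and 100% = median of wells with control inhibitor compound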
#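 Material – parasite MetRS enzyme · Medium – HEPES-MgCl2-KCl buffer plus DTT, spermine, BSA, pyrophosphatase · Reagent – ATP, methionine and E. coli bulk tRNA substrates · Times – 15 min enzyme-compound preincubation, 2 h reaction, 10 min detection, 25 °C · Measured by – luminescence of leftover ATP · Evaluation – percent inhibition relative to median high and low control wells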
# SUMO1 PPI mod = SUMO1-SIM interaction modulation; P63165; SUMO1 binding to a labelled peptide, TR-FRET, 1 h; inhibition, % at 20 µM; actives 0.33% (n = 360,000); AID 602429; in the data active = inhibition above about 37%
# Target sequence (P63165 whole entry, looked up): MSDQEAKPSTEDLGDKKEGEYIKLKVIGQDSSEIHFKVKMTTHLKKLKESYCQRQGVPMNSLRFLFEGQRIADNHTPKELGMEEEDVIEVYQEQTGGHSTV
# LMPTP inh = blocks human LMPTP phosphatase; recombinant LMPTP-A, OMFP fluorogenic substrate, fluorescence intensity; P24666; inhibition, % at 20 µM; actives 0.22% (n = 360,000); AID 651560;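 active = compounds that cut the enzyme signal by at least half of the control window in the single-dose screen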;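 also: plate controls were DMSO wells with enzyme plus substrate for no effect and substrate without enzyme for full effect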
#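 test system = LMPTP-A | amount = 0.625 nM LMPTP-A final | reagent = fluorogenic phosphatase substrate OMFP at 400 µM final | incubation = 50 min at room temperature | benchmarks = no-enzyme low control, uninhibited high control | medium = Bis-Tris pH 6.0, DTT, detergent | signal = fluorescence intensity of OMFP turnover product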
# Neddyl block = inhibitors of human cullin neddylation; P61081+Q13564; TR-FRET cullin neddylation, biochemical; calls only at 25 µM; actives 0.58% (n = 360,000); in the data active = inhibition above about 36%
# Starred values were filed as active, the others as inactive; i = inactive; · = no result given; & = joins results of further samples.
molecule	Scp1 inh	NadD inh	STEP block	SKN-1 block	DNMT1 block	NRP1-CendR mod	Tb MetRS inh	SUMO1 PPI mod	LMPTP inh	Neddyl block
Cc1cc(-c2ccccc2)cc(C)n1	-5	-4	-2	-4	2	-2	-0.3	-1	-3.0	i
O=C(N/N=C1/CCS(=O)(=O)c2ccc(F)cc21)c1cccnc1	1	2	-1	0	-1	20	0.7	0	0.8	i
CC1=C(/C=C/C(C)=C/C=C/C(C)=C/C(=O)Nc2ccc(O)cc2)C(C)(C)CCC1	-13&-6	24&17	1&2	5&-19	-9&-16	0&-34	-0.4&-0.3	-5&-3	-0.1&1.1	i
COc1ccccc1NCc1nnc(SCC(=O)N/N=C/c2ccco2)n1-c1ccc(Cl)cc1Cl	-5	8	-3	19	-2	-3	0.4	-3	-1.0	i
O=C(C(=O)N1CCN(c2ccc(F)cc2)CC1)N1CCCCC1	5	4	-2	14	2	2	-1.3	-8	0.3	i
Cc1cc2ncn(/N=C/c3ccc([N+](=O)[O-])o3)c2cc1C	0	-2	1	-2	-10	-31	-0.6	-19	-0.9	i
Cc1ccccc1OCC(=O)NCCCNC(=O)c1ccccn1	3	5	-1	-12	1	-5	-0.6	-2	0.2	i
CC(=O)OCC1=C(C(=O)O)N2C(=O)C(NC(=O)C(C)Cn3cc(Cl)cn3)C2SC1 (centres undefined)	5	-1	-1	-10	3	0	-0.7	1	-1.4	i
Cc1cc(C)nc(NS(=O)(=O)c2ccc(N=NN(C)C)cc2)n1	-1	-1	0	22	1	-10	0.2	-7	-2.4	i
O=C(O)CC1S/C(=N/N=C/c2ccccn2)NC1=O (centres undefined)	-3	-2	0	0	1	6	0.2	-1	-1.6	i
Cc1cc2nc(CN(C)C(=O)C3CCC(=O)N(C4CCCC4)C3)[nH]c2cc1C (centres undefined)	·	0	0	10	73*	-6	0.0	4	35	i
CCSc1nnc(NC(=O)CN2C(=O)N(C)C3(CCCCC3)C2=O)s1	4	-4	0	15	2	8	-0.5	6	0.3	i
COC(=O)[C@@]12CCCN1[C@H](c1ccc(-c3ccc(F)cc3)cc1)[C@H]1C(=O)N(C)C(=O)[C@H]12	0	4	2	10	-2	2	-0.5	0	0.5	i
NC(=O)CC(NC(=O)Cc1cccc2ccccc12)c1ccc(NCc2ccc(F)c(F)c2)c([N+](=O)[O-])c1 (centres undefined)	-6	2	0	-9	3	10	-0.1	-10	2.4	i
CC1=C(C(=O)N2CCOCC2)CC(CC(=O)NCC2CCCCC2)C(=O)N1Cc1ccc(F)cc1 (centres undefined)	·	1	0	-1	2	-10	-0.7	-2	-0.7	i
Cc1cc(C)c(NC(=O)CNC(=O)c2ccc(-n3cncn3)c([N+](=O)[O-])c2)c(C)c1	-3	0	0	11	0	-3	8.0*	-30	0.4	i
Cc1nn(CC(=O)NCCc2ccccc2)c(C)c1[N+](=O)[O-]	1	4	-2	5	4	-14	-0.6	1	-2.1	i
CCC(CO)Oc1cc(NC(=O)c2ccc(N)cc2)c2ncn(C(C)C)c2c1 (centres undefined)	5	14	-2	11	-7	-14	-0.1	102*	2.0	i
COCCn1c(-c2ccc(OC(F)(F)C(F)C(F)(F)F)cc2)nc2c1c(=O)[nH]c(=O)n2CC(C)C (centres undefined)	-9	-3	3	-2	-3	-3	1.2	3	1.4	i
O=C(Nc1ccc(F)cc1)Nc1ccccc1NS(=O)(=O)c1cccs1	-6	-6	-3	-3	-4	10	0.3	1	0.5	i

# By substructure: the compounds so far with a furan ring, fused or not.
molecule	Scp1 inh	NadD inh	STEP block	SKN-1 block	DNMT1 block	NRP1-CendR mod	Tb MetRS inh	SUMO1 PPI mod	LMPTP inh	Neddyl block
COc1ccccc1NCc1nnc(SCC(=O)N/N=C/c2ccco2)n1-c1ccc(Cl)cc1Cl	-5	8	-3	19	-2	-3	0.4	-3	-1.0	i
Cc1cc2ncn(/N=C/c3ccc([N+](=O)[O-])o3)c2cc1C	0	-2	1	-2	-10	-31	-0.6	-19	-0.9	i

# New compounds follow:
molecule	Scp1 inh	NadD inh	STEP block	SKN-1 block	DNMT1 block	NRP1-CendR mod	Tb MetRS inh	SUMO1 PPI mod	LMPTP inh	Neddyl block
CCCNC(=O)COC(=O)c1ccc(Cl)c(S(=O)(=O)N2CCCC2)c1	25	-6	7	0	11	4	-0.8	-4	-0.2	i
COc1ccc(NC(=O)c2ccc(S(=O)(=O)N(C)C)cc2)cc1OC	0	-2	-3	19	4	6	-1.4	-1	0.6	i
Cc1cc(C(=O)OCC(=O)c2ccc3c(c2)OCCO3)c(C)o1	-12	-12	2	8	6	2	-0.3	7	1.4	i
COc1ccc2c(CC(=O)OCC(=O)Nc3sc4c(c3C#N)CCC(C)C4)coc2c1 (centres undefined)	-5	-5	-1	9	-12	-1	0.2	-1	3.9	i
CC(OC(=O)/C=C/c1ccco1)C(=O)Nc1cccc([N+](=O)[O-])c1 (centres undefined)	18	-5	2	8	-2	-4	-0.1	-22	0.2	i
Cc1ccc(SCC(=O)Nc2ccc3c(c2)C(=O)N(C)C3=O)cc1	-11	-9	-2	-10	-2	3	-0.3	-14	0.6	i
CCOC(=O)C1(Cc2ccccc2C)CCCN(C(=O)c2ccc(COC)o2)C1 (centres undefined)	-4	-1	1	11	-9	-2	-0.5	-3	0.0	i
CCSc1nnc2ccc(-c3ccc(OC)c(OC)c3)nn12	-5	2	-3	-3	6	7	-0.1	-27	-0.2	i
Cc1ccc(S(=O)(=O)NCCC(=O)Nc2nnc(C3CC3)s2)cc1C	-7	0	-4	14	-7	8	0.2	2	0.2	i
NC(=O)CC(NC(=O)Cc1cccc2ccccc12)c1ccc(N2CCc3ccccc3C2)c([N+](=O)[O-])c1 (centres undefined)	-3	16	1	7	3	6	-0.4	-18	2.9	i
COc1ccccc1CN1C(=O)C2CC=CCC2C1=O (centres undefined)	-4	-6	-6	-22	-1	10	-1.8	-2	0.8	i
O=C(Nc1csnn1)c1csnn1	-4	2	12	-3	-1	5	-0.9	0	-2.2	i
CC(C1CC1)N(Cc1ccccc1)C(=S)Nc1ccccc1 (centres undefined)	-2	-6	2	9	-2	12	-0.8	0	0.1	i
Cc1ccccc1NC(=S)NCCO	5	-1	-1	-8	2	7	-0.2	3	-1.0	i
CCN(CC(=O)Nc1ccccc1C(F)(F)F)C(=O)c1ccc2[nH]c3c(c2c1)CC(C)CC3 (centres undefined)	-4	1	-1	-22	-1	10	-1.0	8	1.4	i
COc1cccc(CC2(CO)CCCN(Cc3nc(-c4cccs4)oc3C)C2)c1 (centres undefined)	-6	-7	-5	6	-3	-4	-0.1	-5	-1.3	i
O=C(CN1CCCCC1)N/N=C/c1cccc(C(F)(F)F)c1	-4	-4	-1	-7	-3	0	-0.6	-3	-1.5	i
CC1CCCCC1NC(=O)CN1CCC(NC(=O)c2ccc([N+](=O)[O-])cc2)CC1 (centres undefined)	-1	-2	-1	0	-1	9	-0.4	-29	-0.7	i
Cc1ccc(C)n1-c1cccc(C(=O)Nc2ccccc2)c1	-23	-10	1	-6	-1	-4	0.3	0	-1.4	i
COc1ccc(Cl)cc1NC(=O)C1CC(c2c(F)cccc2Cl)=NO1 (centres undefined)	-10	-14	-3	-15	-2	-2	0.2	4	4.4	i
Cc1ccc(C(=O)Nc2ccccc2OC(F)F)cc1	-11	-5	-1	-2	-1	2	-0.2	-3	-1.6	i
CC(C)C1Cc2[nH][nH]c(=O)c2C(c2ccc(Cl)cc2)O1 (centres undefined)	·	3	·	7	·	-5	-0.2	-1	-1.5	i
OC(c1cccc(Cl)c1)c1nc(/C=C/c2ccccc2)cs1 (centres undefined)	·	-8	0	20	-1	9	0.0	-12	3.2	i
NC(=O)CC[C@@H]1NC(=O)[C@H](CO)NC(=O)c2cc([N+](=O)[O-])cc(I)c2OCC[C@@H](C(N)=O)NC1=O	3	-4	0	-3	7	1	-0.1	-18	-3.7	i
CCN(CC)CC#CCOC(=O)C(O)(c1ccccc1)C1CCCCC1 (centres undefined)	9	-10	0	-5	2	0	-0.9	3	-1.5	i
Cc1ccc(S(=O)(=O)N(C)c2ccc(OC(=O)COc3ccccc3)cc2)cc1	-5	2	6	-5	-2	-8	-0.8	0	3.2	i
CC(=O)NC(=S)NNC(=O)COc1ccc([N+](=O)[O-])cc1	-5	4	0	1	2	15	-0.4	-9	-0.4	i
O=C1CC(NNc2nc3ccccc3s2)C(=O)N1c1ccccc1 (centres undefined)	-8	-3	3	-2	-4	1	0.1	4	0.6	i
COc1ccc2c(c1)c(C(=O)N/N=C/c1cccs1)c(C)n2C	8	-7	3	1	6	18	-0.8	-23	2.1	i
O=C(/C=C\Nc1ccc2c(c1)OCO2)c1ccc2c(c1)OCO2	-3	4	0	3	15	-22	0.6	9	1.0	i
O=C(O)c1ccc(-n2c(-c3ccc(Br)cc3)n[nH]c2=S)cc1	-3	-2	-1	0	3	8	-0.3	2	-0.8	i
c1cn(-c2ncnc3sc4c(c23)CCCC4)cn1	-1	-1	-4	6	2	8	-0.7	-1	-3.5	i
COc1ccc(NC(=S)Nc2ccc(S(N)(=O)=O)cc2)c(C)c1	-1	-4	2	2	0	12	-1.5	2	-1.2	i
Cc1cccc(CSCc2ccc(C(=O)NCC3CCCO3)o2)c1 (centres undefined)	-7	-5	0	1	0	-2	-0.1	-3	1.2	i
COc1ccc(-n2c(Cn3c(=O)sc4ccccc43)nnc2SCC(=O)N2CCCCC2)cc1	3	8	-2	11	1	-2	2.0	3	0.9	i
CCOC(=O)c1sc(NC(=O)c2cc3c(s2)CCC(C)C3)nc1C (centres undefined)	-1	0	-4	-13	5	-33	-0.4	-1	-0.6	i
COc1nc(OC)nc(N2CCC(C(=O)NC3CC3)CC2)n1	-5	-4	3	3	-3	-7	0.1	2	-0.4	i
O=C(c1cccc2nccnc12)N1CCCC(Nc2ccc(F)c(F)c2)C1 (centres undefined)	-8	4	2	8	-2	16	-0.2	0	0.3	i
COc1ccc(C(=O)NC(=S)Nc2ccc3[nH]c(=O)[nH]c3c2)c(OC)c1	0	-5	-1	11	-24	-1	0.3	-88	-0.8	i
COc1ccc(Cn2c(CCC(=O)Nc3ccc(CC#N)cc3)nc3cccnc32)cc1	2	-3	0	5	1	-14	0.2	7	1.2	i
C=CCSc1nn2c(=O)c3ccccc3nc2s1	-6	-2	-2	26	3	0	-2.6	-1	-1.1	i
